# DAX1 inh-1: blocks DAX1 repression of SF-1 activated StAR promoter. HEK293T StAR-luciferase reporter, SF-1/DAX-1 repression relief. inhibition, % at 6.8 µM. hit rate 1.1% among 370,000. AID 652010;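 active means inhibition above the mean over all tested compounds plus 3 SD, cut at about 3.6% in these data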;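 further: 0% = DAX-1 cells with DMSO and 100% = cells lacking DAX-1 with DMSO; higher inhibition means more luminescence from relief of DAX-1 repression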
# ADAM10 inh: inhibits human ADAM10; recombinant ADAM10, EDANS/DABCYL FRET peptide cleavage, 3 h; hit rate 0.62% among 370,000; inhibition, % at 7 µM;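 active means inhibition above a per-campaign cutoff equal to the mean of compounds falling between control-based bounds plus 3 SD, cut at about 20% in these data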;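 further: 0% = DMSO wells while the 100% control is not disclosed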
# Target sequence (O14672 214-748 limits assumed): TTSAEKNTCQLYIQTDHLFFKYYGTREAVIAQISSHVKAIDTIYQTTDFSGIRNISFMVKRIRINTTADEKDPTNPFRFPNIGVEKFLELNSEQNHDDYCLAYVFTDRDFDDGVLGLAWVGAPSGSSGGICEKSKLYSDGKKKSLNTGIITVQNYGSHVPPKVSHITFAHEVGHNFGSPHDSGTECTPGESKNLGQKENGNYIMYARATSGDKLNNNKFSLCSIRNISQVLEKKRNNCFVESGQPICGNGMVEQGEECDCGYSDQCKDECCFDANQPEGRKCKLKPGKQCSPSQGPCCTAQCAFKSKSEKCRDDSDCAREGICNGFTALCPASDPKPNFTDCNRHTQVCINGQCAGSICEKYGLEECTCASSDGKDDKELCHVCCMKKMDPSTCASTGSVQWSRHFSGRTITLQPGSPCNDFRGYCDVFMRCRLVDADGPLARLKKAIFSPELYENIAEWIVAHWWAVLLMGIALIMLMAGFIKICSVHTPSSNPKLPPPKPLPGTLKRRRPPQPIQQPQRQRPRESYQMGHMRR
# PG9 Ab binder: PG9 antibody binding by small molecule; TR-FRET gp120-PG9 antibody binding; inhibition, % at 6.7 µM; hit rate 0.43% among 360,000; in the data active means inhibition above about 8.5%
# FXN GAA850 act: frataxin GAA850 promoter activation. hit rate 0.56% among 360,000. AID 540364. activation, % at 6 µM. HEK293 lucGAA850 FXN promoter luciferase reporter, 24 h; percent of 10 µM SAHA response;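 active means activation above the average of all compounds screened plus 3 SD, cutoff fixed separately per campaign, cut at about 7.5% in these data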;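 further: 0% = DMSO wells and 100% = 10 µM SAHA wells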
# SMARCA2 act: activators of SMARCA2 function; MG213 cells, MMTV-luciferase reporter, dexamethasone, overnight; activation, % at 9.1 µM; hit rate 1% among 370,000; AID 652017; in the data active means activation above about 7.8%;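 further: 0% = vehicle wells and 100% = reference activator wells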
# ADAM17 inh: inhibits human ADAM17; AID 720648; recombinant ADAM17, EDANS/DABCYL FRET peptide cleavage; hit rate 0.83% among 370,000; inhibition, % at 6.95 µM;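 active means inhibition above the mean of compounds lying between control limits plus 3 SD, set per campaign, cut at about 8.5% in these data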;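 further: 0% = DMSO-only wells as the low control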
# hcDAF12 agonist: activators of H. contortus DAF-12 nuclear receptor; activation, % at 6.8 µM; AID 652067; hit rate 1.4% among 370,000; HEK293 hcDAF-12 lit1-tk-luc reporter, luminescence; 0% DMSO, 100% Δ7-dafachronic acid;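 active means activation above the mean of all tested compounds plus 3 SD, cut at about 5.5% in these data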;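 further: 100% = response to 3 µM Δ7-dafachronic acid high control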
# hgDAF12 agonist: agonists of H. glycines DAF-12 nuclear receptor | HEK293 GAL4-hgDAF12 UAS-luciferase reporter, agonist luminescence; normalized to butyrate control | activation, % at 6.8 µM | hit rate 1.8% among 370,000 | AID 687014;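 active means activation above a cutoff set at the mean of all screened compounds plus 3 SD, cut at about 10% in these data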;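 further: 0% = DMSO wells and 100% = sodium butyrate wells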
# ssDAF-12 act: S. stercoralis DAF-12 activation, primary screen. HEK293 ssDAF-12/GRIP1 lit1-tk-luc reporter, luminescence; % of 3 µM dafachronic acid response. activation, % at 6.8 µM. hit rate 1% among 370,000. AID 652126;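 active means activation above the mean over all tested compounds plus 3 SD, cut at about 0.9% in these data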;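 further: 0% = DMSO-only wells and 100% = 3 µM delta7-dafachronic acid wells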
# NPR1 activator: GC-A (human) enzyme activation; P16066; HEK293 GC-A cells, cGMP TR-FRET, EC30 ANP; 0% at EC30 ANP, 100% saturating ANP; activation, % at 10 µM; hit rate 0.14% among 370,000; AID 1671463; in the data active means activation above about 40%
# DAX1 inh-2: inhibitors of human orphan nuclear receptor DAX1 (NR0B1); P51843; hit rate 0.99% among 340,000; inhibition, % at 6.75 µM; HEK293 Gal4-DAX1 luciferase reporter, luminescence; AID 504766;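 active means inhibition above the mean over all tested compounds plus 3 SD, cut at about 4.2% in these data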;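 further: 0% = DAX1-transfected cells with DMSO and 100% = empty-vector control cells with DMSO; inhibition shows as a rise in luminescence from relieved DAX1 repression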
# Target sequence (P51843 207-470 limits assumed): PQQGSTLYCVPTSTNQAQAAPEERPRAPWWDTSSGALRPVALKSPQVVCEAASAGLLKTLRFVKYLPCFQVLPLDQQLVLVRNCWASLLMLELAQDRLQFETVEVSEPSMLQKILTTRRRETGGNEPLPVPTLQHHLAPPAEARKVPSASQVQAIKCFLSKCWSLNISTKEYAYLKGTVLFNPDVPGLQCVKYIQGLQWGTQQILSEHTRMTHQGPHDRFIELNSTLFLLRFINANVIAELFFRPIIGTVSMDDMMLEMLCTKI
# * = called active by the depositor; i = inactive; / = not tested or not shown.
SMILES,DAX1 inh-1,ADAM10 inh,PG9 Ab binder,FXN GAA850 act,SMARCA2 act,ADAM17 inh,hcDAF12 agonist,hgDAF12 agonist,ssDAF-12 act,NPR1 activator,DAX1 inh-2
CC(C)n1c(SCC(=O)Nc2ccccc2)nc2c1c(=O)[nH]c(=O)n2C,0.1,6,0.2,4.1,0,3,-1.3,-1.1,-2.1,0,0.6
CCCCc1c(-c2ccccc2OC)ncn1Cc1ccc(F)c(F)c1,-0.2,2,-0.9,/,-4,0,-0.3,-2.3,-0.8,-9,/
COc1cc(F)ccc1-c1csc(C(NC(C)=O)c2cccc(F)c2)n1 (stereo not drawn),4.2*,1,0.2,0.9,10*,0,-0.1,1.9,-0.9,-6,/
CC1CCCC(C)N1C(=O)c1cc(-c2ccco2)on1 (stereo not drawn),0.4,-3,1.6,4.0,1,5,-0.1,-1.2,0.7,1,-0.4
CCOC(=O)CC(=O)CSc1ccc2nnc(-c3cccc(F)c3)n2n1,-1.1,-41,-0.1,1.2,3,-14,-1.3,-2.2,-1.7,0,-0.5
CC(C)CNC(=O)c1cc2nc(C3CC3)cc(C(F)(F)F)n2n1,-0.6,-12,-1.1,1.9,-2,-4,-1.3,1.8,-1.4,0,0.8
OCC1OC(n2nnc3ccccc32)C(O)C(O)C1O (stereo not drawn),1.7,8,2.1,-0.7,-2,-2,-0.2,-0.5,-0.9,5,0.9
O=C(NCC1CCCO1)c1ccc2c(=O)n(CC3CCCO3)c(=S)[nH]c2c1 (stereo not drawn),0.0,-1,-0.5,-0.7,-3,-2,-1.0,-0.3,-1.4,0,-0.9
COc1cc(NC(=O)c2ccccc2)c(C)cc1NC(=O)CC(CC(=O)O)c1ccccc1 (stereo not drawn),-0.5,-6,-0.4,1.9,-2,-4,3.4,2.0,0.3,2,-1.2
COc1ccc(CCNC(=O)C(=O)NCC2OCCN2S(=O)(=O)c2ccc3c(c2)OCCO3)cc1 (stereo not drawn),-3.9,6,-0.2,0.9,-2,0,-2.7,-3.0,-1.1,3,-1.8

# Single records, from the list above.
# CCOC(=O)CC(=O)CSc1ccc2nnc(-c3cccc(F)c3)n2n1 is entered as DAX1 inh-1: -1.1; ADAM10 inh: -41; PG9 Ab binder: -0.1; FXN GAA850 act: 1.2; SMARCA2 act: 3; ADAM17 inh: -14; hcDAF12 agonist: -1.3; hgDAF12 agonist: -2.2; ssDAF-12 act: -1.7; NPR1 activator: 0; DAX1 inh-2: -0.5
# CC1CCCC(C)N1C(=O)c1cc(-c2ccco2)on1 (stereo not drawn) is entered as DAX1 inh-1: 0.4; ADAM10 inh: -3; PG9 Ab binder: 1.6; FXN GAA850 act: 4.0; SMARCA2 act: 1; ADAM17 inh: 5; hcDAF12 agonist: -0.1; hgDAF12 agonist: -1.2; ssDAF-12 act: 0.7; NPR1 activator: 1; DAX1 inh-2: -0.4

# (cont.)
SMILES,DAX1 inh-1,ADAM10 inh,PG9 Ab binder,FXN GAA850 act,SMARCA2 act,ADAM17 inh,hcDAF12 agonist,hgDAF12 agonist,ssDAF-12 act,NPR1 activator,DAX1 inh-2
O=C(Cc1ccc(Br)cc1)Nc1ccccc1Sc1ccccc1,-0.3,2,-0.8,1.8,-3,0,-1.1,-0.8,-1.4,-1,-1.6
CCCN(C(=O)CSc1nc(C2CC2)n(-c2ccccc2)n1)C1CCS(=O)(=O)C1 (stereo not drawn),0.4,-12,-0.3,3.7,-1,-2,0.7,2.3,-0.7,-1,-0.3
CC1(C)Cc2c(c(-c3ccco3)[nH]c(=O)c2C#N)CO1,-0.1,-60,0.3,2.0,-3,-14,-1.1,1.3,-1.4,8,-0.6
O=C(CNC(=O)c1cccs1)NCCN1CCC(Cc2ccccc2)CC1,0.0,1,-0.7,/,1,2,-0.1,1.6,-0.7,-12,/
COCCCN1C(=O)c2ccc(C(=O)NCc3ccco3)cc2C1=O,0.2,-6,0.9,0.8,0,-4,-0.6,-0.4,-0.6,4,2.3
Cc1cccc(NC(=O)c2ccco2)c1C,0.2,0,-0.2,-2.9,2,-3,0.6,-0.6,-0.9,0,2.5
Cc1ccc2cc(CCNC(=O)C(C)C)c(=O)[nH]c2c1C,1.1,-17,0.7,0.9,-2,-4,0.2,0.6,-0.7,-1,1.4
COC(=O)c1ccc(-c2sc3nc(N4CCOCC4)c4c(c3c2N)CC(C)(C)OC4)o1,-0.2,-52,0.8,0.2,-3,-14,-0.9,-1.1,-1.5,16,-0.4
O=C(COC(=O)CN=C1NS(=O)(=O)c2ccccc21)Nc1ccccc1OC(F)F,0.5,10,1.4,-0.3,-2,3,-2.4,3.0,-1.6,3,0.0
CC1(O)N(Cc2ccccc2)C(=O)OC12CCCCC2 (stereo not drawn),0.8,7,0.3,1.6,-5,9.1*,-1.6,0.2,-1.4,-1,3.4
CCCCn1c(CN(C)Cc2ccccc2)nc2c1c(=O)n(C)c(=O)n2C,-3.0,7,-1.3,-4.2,-3,-1,-3.2,-4.9,-2.2,0,-2.5
O=C(COC(=O)C1CCC(=O)N1)Nc1cc(Cl)ccc1Cl (stereo not drawn),-0.3,-8,-0.4,2.3,-3,-2,-1.6,-1.5,-1.5,3,-0.5
CCc1cc(C(=O)NC(C)C2CCCO2)cs1 (stereo not drawn),2.0,3,-0.8,1.7,3,-1,-0.3,-0.1,-0.1,2,0.3
CC(=O)c1c(C)nc(-c2ccc(OCC(=O)Nc3ccc(F)cc3)cc2)n1O,0.0,3,-4.3,-1.1,1,1,-0.2,1.4,-1.8,1,0.7
Cc1cccc(C(=O)NNC(=O)C23CC4CC(CC(C4)C2)C3)c1O,-0.2,-32,1.1,3.1,-2,-16,1.8,0.4,-0.4,0,-0.8
Cc1c(N)cccc1N,0.2,-11,-2.4,-0.5,-3,-9,-2.7,3.0,0.6,4,0.6
CCCc1nc(SCC(=O)Nc2nnc(SCC)s2)c2c(=O)n(C)c(=O)n(C)c2n1,0.9,-1,-1.0,1.2,2,-1,-0.3,-1.3,-0.9,7,0.9
Cc1cc(C)cc(N(CC(=O)NC2CCCC2)C(=O)CCC(=O)Nc2cc(C)on2)c1,-0.3,9,0.2,0.6,-2,-1,0.4,-1.1,-0.7,-5,-4.8
C/C(CC(=O)C(F)(F)F)=N\NC(=O)/C(C#N)=C/N(C)C,0.1,7,-0.3,1.9,-4,5,-1.1,-1.1,-0.7,-3,0.0
C=CCn1c(SCC#N)nc2c(c1=O)C(C)(C)Cc1ccccc1-2,0.8,12,-1.2,4.5,1,3,-2.9,-2.0,-1.6,6,-0.9
CCOC(=O)c1c[nH][nH]c1=O,-0.4,0,-1.0,0.5,-1,-5,0.3,1.7,0.1,9,1.6
COCc1cc(=O)n2[nH]c(C)c(-c3ccc(Cl)cc3)c2n1,-1.6,i,-3.8,1.0,-5,-127,0.2,13*,-0.9,10,0.5
CC(=O)c1ccc(Nc2nc(C(C)N)cs2)cc1 (stereo not drawn),0.0,-8,-0.1,-0.1,-2,-4,-0.4,-1.4,-1.6,-4,/
CCOc1ccc(N2CC(C(=O)Nc3ccc(S(=O)(=O)Nc4nccs4)cc3)CC2=O)cc1 (stereo not drawn),0.1,-2,0.5,0.9,0,2,0.1,0.6,-0.2,5,0.1
CCCc1c(C(=O)N/N=C/c2ccc(OCc3ccc(F)cc3)cc2)nnn1-c1nonc1N,0.2,-13,-0.6,0.1,-1,1,0.6,2.0,-1.0,3,0.2
Cc1ccc(NC(=O)CSc2nnc(CNC(=O)c3cccs3)o2)c(C)c1,0.6,-1,-2.9,2.9,1,-2,0.3,-0.8,-1.3,-1,0.2
CS(=O)(=O)c1nc(-c2ccc(Br)cc2)n[nH]1,-0.3,2,0.1,0.3,-2,-3,1.4,3.2,-1.7,1,1.3
CCCN(CCC)CCCNC(=O)c1cc2c(=O)n(C)c3ccccc3c2n1C,5.0*,-59,-0.2,3.3,0,-13,1.9,-0.3,-0.1,3,7.8*
COc1ccc(NC(=O)O/N=C/c2ccc(Br)cc2)cc1,0.3,13,-1.1,1.0,1,10*,0.1,5.5,-0.9,-1,1.5
Cc1cccc(OC(=O)Cn2c(C(F)(F)F)nc3ccccc32)c1,0.9,3,0.6,1.6,0,-5,-0.8,-0.7,-1.4,-3,-0.4
CC1CN(C(=O)c2ccc(COCC(F)(F)F)o2)CC(C)O1 (stereo not drawn),0.2,5,0.0,0.5,1,-2,-0.6,-0.5,-1.0,1,-0.8
C#Cc1ccc(CN2CCN(CCc3ccccc3)C(CCO)C2)cc1 (stereo not drawn),-0.4,-4,0.2,-0.2,1,-1,0.5,1.8,-0.6,0,0.2
Cc1[nH]c2ccccc2c1C(=O)COC(=O)c1ccc([N+](=O)[O-])s1,0.5,3,-0.1,0.0,-1,2,4.0,1.4,1.0*,2,-0.9
Cn1c(CCC(=O)OCC(=O)NCc2ccccc2Cl)nc(=O)c2ccccc21,-0.3,-2,-0.5,2.7,3,1,1.4,-1.1,-0.8,5,1.3
CN(C)S(=O)(=O)c1ccc(S(=O)(=O)N(CC(=O)Nc2ccccc2)Cc2ccco2)cc1,0.7,7,0.3,0.9,1,0,0.0,0.3,-0.9,1,1.3
CS(=O)(=O)Oc1ccc2c(c1)O/C(=C\C=C\c1ccccc1)C2=O,0.2,-4,-0.1,1.3,-2,-2,-1.4,3.7,0.4,-9,-0.8
C=CCN1C2CCCC1CC(NC(=O)Nc1cc(C)cc(C)c1)C2 (stereo not drawn),-0.3,-7,1.2,0.6,-3,0,-2.0,-4.0,-0.8,-5,-0.6
CCC1=NN(C(=O)C(=O)NCCc2ccccc2)C(O)(C(F)(F)F)C1 (stereo not drawn),-0.3,0,0.0,0.8,1,0,-0.4,-1.1,-1.6,5,-2.2
COc1ccc(C(=O)NC(=O)COC(=O)c2ccc(C)o2)cc1,1.7,-3,-1.9,-1.4,-1,1,0.5,-1.1,-0.6,1,0.4
CCOC(=O)C1=C(C)N=c2s/c(=C3/C(=O)Nc4ccccc43)c(=O)n2C1c1ccc(C)cc1 (stereo not drawn),0.0,12,-0.6,1.8,3,4,2.3,2.7,0.6,-5,-0.6
O=C(COC(=O)c1cc(=O)[nH]c2ccccc12)Nc1ccc(F)cc1,-1.3,-114,-2.1,-2.5,0,-25,0.2,-0.7,-0.3,-2,0.6
COc1ccc(N(CC(=O)O)S(=O)(=O)c2cccnc2)cc1,0.5,0,-1.1,-0.7,0,0,0.7,-0.1,-1.0,-3,-0.1
COc1ccccc1NS(=O)(=O)c1cc(NC(=O)c2sccc2C)ccc1N1CCOCC1,-0.6,1,2.2,3.8,1,0,-0.1,-2.9,-1.7,-12,-0.5
COc1ccc(-c2noc(C3CCCN(C(=O)CCc4ccccc4)C3)n2)cc1 (stereo not drawn),0.2,4,1.6,0.4,-3,-1,-0.7,-1.5,-1.9,0,1.9
CCOc1ccccc1OCCCOc1ccc(C)cc1Cl,0.3,-2,0.9,3.0,2,-3,1.6,1.9,-1.0,-6,0.7
N#Cc1ccccc1OCc1cccc(S(=O)(=O)N2CCOCC2)c1,-2.8,-2,-1.6,1.3,4,0,0.5,-2.9,-1.3,0,-0.7
CCCCNC(=O)C[C@@H]1C[C@@]2(C(=O)OCC)CCCC=C2N(Cc2ccc(Cl)cc2Cl)C1=O,-1.1,13,2.5,/,2,6,-1.5,3.7,-1.3,0,/
COC(=O)c1cn(C(=O)/C=C/c2ccc(OC)c(OC)c2)c2ccccc12,-0.6,-3,-0.7,-1.6,3,0,-1.3,1.4,-1.4,0,-0.8

# Screening results as filed in PubChem.

# This is a random part of the collection; about 6.8% have a hit in one of these screens.
